Assay outcomes as filed in PubChem BioAssay.
BAP1 block = inhibitors of BAP1 deubiquitinase, primary screen, biochemical, Ub-AMC fluorescence, kinetic | Ubiquitin carboxyl-terminal hydrolase BAP1 (Homo sapiens), Q92560 | recombinant BAP1, Ub-AMC hydrolysis fluorescence kinetic; hits give low values | activity remaining (% of control), % at 20 µM | hit rate 0.48% among 72,000 | AID 436, 2006;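 active = activity remaining at or below 50% of control, provided the compound also passes the data quality filters; inactive = the rest, including low values that fail the filters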;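 also: 100% = DMSO wells rate and 0% = substrate alone blank rate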
Target sequence (Q92560 whole entry, looked up): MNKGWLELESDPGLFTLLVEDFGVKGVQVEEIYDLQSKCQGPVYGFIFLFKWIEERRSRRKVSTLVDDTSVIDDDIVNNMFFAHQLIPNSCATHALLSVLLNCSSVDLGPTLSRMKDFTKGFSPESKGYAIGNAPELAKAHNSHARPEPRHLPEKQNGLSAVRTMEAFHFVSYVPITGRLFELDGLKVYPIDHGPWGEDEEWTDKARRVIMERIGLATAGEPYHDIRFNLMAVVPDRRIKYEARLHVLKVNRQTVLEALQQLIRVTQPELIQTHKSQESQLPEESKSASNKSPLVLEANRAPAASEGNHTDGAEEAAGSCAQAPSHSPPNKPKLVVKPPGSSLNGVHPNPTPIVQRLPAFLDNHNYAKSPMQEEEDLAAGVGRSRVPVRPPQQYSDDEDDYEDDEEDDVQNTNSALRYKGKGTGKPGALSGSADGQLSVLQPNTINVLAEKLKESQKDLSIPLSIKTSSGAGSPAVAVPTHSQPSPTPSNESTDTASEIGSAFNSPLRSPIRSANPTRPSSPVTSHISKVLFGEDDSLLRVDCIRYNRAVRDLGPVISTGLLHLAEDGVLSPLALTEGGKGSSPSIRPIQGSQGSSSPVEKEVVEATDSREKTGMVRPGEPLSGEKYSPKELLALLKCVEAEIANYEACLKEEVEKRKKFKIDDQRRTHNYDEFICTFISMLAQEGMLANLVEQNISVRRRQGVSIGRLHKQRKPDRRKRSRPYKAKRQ
HePTP inhibitor = inhibitors of human HePTP phosphatase, primary screen, biochemical, absorbance, leukemia target | recombinant HePTP phosphatase activity, OD absorbance | inhibition, % at 20 µM | hit rate 0.64% among 110,000 | AID 521, 2006; in the data active = inhibition above about 50%;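 also: plate controls were vehicle for no effect and reference inhibitor for full effect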
Target sequence (P35236 whole entry, looked up): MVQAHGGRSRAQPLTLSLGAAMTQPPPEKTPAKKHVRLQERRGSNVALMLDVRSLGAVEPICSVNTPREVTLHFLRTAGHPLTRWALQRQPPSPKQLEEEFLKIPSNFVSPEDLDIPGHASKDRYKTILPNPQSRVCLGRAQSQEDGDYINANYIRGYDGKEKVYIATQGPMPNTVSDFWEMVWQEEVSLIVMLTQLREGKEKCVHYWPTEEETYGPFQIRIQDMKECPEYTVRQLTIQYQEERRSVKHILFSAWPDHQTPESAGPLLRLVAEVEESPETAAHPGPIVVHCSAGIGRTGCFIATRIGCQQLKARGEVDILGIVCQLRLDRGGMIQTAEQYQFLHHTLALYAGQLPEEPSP
Numbers without * were called inactive; . = not tested or not shown; & = joins results of further samples.

Sample of the layout:
SMILES	BAP1 block	HePTP inhibitor
Cn1c(C(=O)N2CCCC2)cc2c(=O)n(C)c3ccccc3c21	100	1
O=C1C(Cl)=C(N2CCN(c3ccccc3)CC2)C(=O)N1c1ccccc1	.	3
CCOC(=O)/C=C1\SCC(=O)N1CC(=O)Nc1ccccc1OC(F)F	122	4
CC(=O)c1cccc(NC(=O)NCc2ccccn2)c1	74	4
Cc1ccc(-n2nc(-c3ccc(N)cc3)cc2N)cc1	92	2

All compounds of this part, previewed entries included:
SMILES	BAP1 block	HePTP inhibitor
Cn1c(C(=O)N2CCCC2)cc2c(=O)n(C)c3ccccc3c21	100	1
O=C1C(Cl)=C(N2CCN(c3ccccc3)CC2)C(=O)N1c1ccccc1	.	3
CCOC(=O)/C=C1\SCC(=O)N1CC(=O)Nc1ccccc1OC(F)F	122	4
CC(=O)c1cccc(NC(=O)NCc2ccccn2)c1	74	4
Cc1ccc(-n2nc(-c3ccc(N)cc3)cc2N)cc1	92	2
COC(=O)CSc1nnc2n(-c3ccc(OC)cc3)c(=O)c3c4c(sc3n12)CCCC4	.	-7
O=C(Nc1ccccc1C(=O)N1CCOCC1)c1ccc([N+](=O)[O-])cc1	.	-6
Cc1ccc(Cl)cc1NC(=O)C(=O)NN=C1CCN(C)CC1	.	-11
COC(=O)C1=NN(C(=O)c2ccccc2)C(O)(c2ccc(Cl)cc2)C1 (centres undefined)	.	9
O=C(COc1ccc(/C=N/NS(=O)(=O)c2ccccc2)cc1)Nc1cccc(Cl)c1	.	7
Cc1nc(CSc2nc3[nH]ncc3c(=O)n2-c2ccccc2)cs1	87	9
c1ccc(CCCN2CCN(C3CCCC3)CC2)cc1	.	-1
COc1cc(OC)c(/C=N/N2CCN(c3ccccc3)CC2)c(OC)c1	.	4
CC(C)(C)NC(=O)c1cc(NC(=O)Cc2ccccc2)cc(NC(=O)Cc2ccccc2)c1	.	4
O=C(CCCCCN1C(=O)c2ccccc2C1=O)Oc1ccc([N+](=O)[O-])cc1	119	.
COc1ccc(S(=O)(=O)N2CCN(S(=O)(=O)c3ccc(C(F)(F)F)cc3)CC2)cc1C	90	1
CN(CCCCCNC(=O)/C=N/O)Cc1ccccc1	155	9
Cc1ccc(NCc2nnc(SCC(=O)Nc3cccc(O)c3)n2CC2CCCO2)c(C)c1 (centres undefined)	91	8
CC(=O)n1c2ccccc2c2nc(NC(C)C)sc21	106	4
CCCc1ccc(C(=O)CCC(=O)O)cc1	.	-4
O=C(Nc1cccc(C(F)(F)F)c1)c1ccc(CN2CCc3ccccc3C2)cc1	.	8
O=C(NCCc1ccc(Cl)cc1)C1CC(=O)N(C2CCCCC2)C1 (centres undefined)	96	4
COc1ccc2c(=O)c3c(=O)n(Cc4ccco4)c(C(C)C)nc3oc2c1	103	0
O=C(N/N=C/c1c[nH]c2ccccc12)C1CC(=O)N(c2ccccc2)C1 (centres undefined)	.	4
O=C(COc1ccc(Cl)cc1)NNC(=O)Cc1ccc([N+](=O)[O-])cc1	.	-23
COC(=O)C1CC(OCc2ccccc2)C1 (centres undefined)	.	2
C/C(NN1CCN(C)CC1)=C(\C#N)C(=O)NCc1ccccc1	.	9
O=C(Nc1nnc(COc2ccc(F)cc2)s1)c1ccc(F)cc1	.	0
Cc1cccc(-n2nnnc2SCn2nnc3ccccc3c2=O)c1	105	8
O=C(O)CCCCCNS(=O)(=O)c1c(Cl)cccc1Cl	105	4

Rewritten field by field: entries from further up.
SMILES: COC(=O)C1CC(OCc2ccccc2)C1 (centres undefined)
- BAP1 block: .
- HePTP inhibitor: 2
SMILES: CCCc1ccc(C(=O)CCC(=O)O)cc1
- BAP1 block: .
- HePTP inhibitor: -4
SMILES: O=C(COc1ccc(Cl)cc1)NNC(=O)Cc1ccc([N+](=O)[O-])cc1
- BAP1 block: .
- HePTP inhibitor: -23
SMILES: COc1ccc(S(=O)(=O)N2CCN(S(=O)(=O)c3ccc(C(F)(F)F)cc3)CC2)cc1C
- BAP1 block: 90
- HePTP inhibitor: 1

3 consecutive entries already listed, for reference:
SMILES	BAP1 block	HePTP inhibitor
c1ccc(CCCN2CCN(C3CCCC3)CC2)cc1	.	-1
COc1cc(OC)c(/C=N/N2CCN(c3ccccc3)CC2)c(OC)c1	.	4
CC(C)(C)NC(=O)c1cc(NC(=O)Cc2ccccc2)cc(NC(=O)Cc2ccccc2)c1	.	4

Continued.
SMILES	BAP1 block	HePTP inhibitor
O=C(c1ccco1)N1CCN(c2ncnc3sc4c(c23)CCC4)CC1	92	6
Cc1nc2sc(C(c3ccco3)N3CCC4(CC3)OCCO4)c(O)n2n1 (centres undefined)	114	.
Cc1ccc(OCC(=O)NC23CC4CC(CC(C4)C2)C3)c(Br)c1	.	-1
CCN(CC)c1ccc2c(C)c(-c3ccc(N)cc3)c(=O)oc2c1	100	-14
COC(=O)C1=C(C)N(Cc2ccco2)C(=O)/C1=C\c1cccc([N+](=O)[O-])c1	.	11
O=C(CSc1nc2ccccc2o1)OCC(=O)c1ccc(Cl)cc1	.	-11
COc1ccc(N2CCN(c3nc4c(c(=O)[nH]c(=O)n4C)n3Cc3ccccc3Cl)CC2)cc1	83	2
Cc1cc(C)nc(/N=C(/NC(=O)c2ccccc2)Nc2ccccc2)n1	.	6
CC1(C)CC(NC(=O)COc2ccc(Br)cc2)CC(C)(C)N1	.	0
COc1ccc(C2CC(=O)C3=C(C2)Nc2ccccc2NC3c2ccccc2OCc2ccccc2)cc1OC (centres undefined)	.	6
O=C(O)CCC(=O)N1N=C(c2ccccc2)CC1c1cccs1 (centres undefined)	156	11
Brc1cccc(-c2nc(-c3ccncc3)no2)c1	96	3
COc1ccc(S(=O)(=O)N(CC(=O)N2CCN(c3ccccc3OC)CC2)c2ccccc2)cc1	96	10
COc1ccc(/C(N)=N/OC(=O)c2ccc(C)c([N+](=O)[O-])c2)cc1	.	8
CN1CC(=O)N(CC(=O)Nc2ccc(N(C)C)cc2)c2ccccc2C1=O	109	-7
O=C(CC1(C(F)(F)F)NCCN1)c1ccccc1	.	-10
Cc1ccc(OCCOCCOc2ccc(Cl)cc2/C=N\n2cnnc2)cc1	.	1
CCOC(=O)C1CCCN(C(=O)c2cc3c(-c4cccc(OC)c4)nn(C)c3s2)C1 (centres undefined)	103	7
O=C(CCCCn1c(=O)c2ccccc2n(CC(=O)NC2CCCC2)c1=O)NCc1ccco1	101	-9
Cc1c(NC(=O)CN(c2ccc(F)cc2)S(=O)(=O)c2ccccc2)c(=O)n(-c2ccccc2)n1C	.	0
CNc1oc(-c2cccs2)nc1C#N	.	4
CCn1c2ccccc2c2cc(C3C(C(=O)OC)=C(C)NC4=C3C(=O)CCC4)ccc21 (centres undefined)	.	-2
Cc1ccc(-c2csc3n[nH]c(=S)n23)cc1	88	-3
CC(C)CCn1nc(C(=O)OC(C)C(=O)NC(N)=O)c2ccccc2c1=O (centres undefined)	158	7
CC(=O)NS(=O)(=O)c1ccc(NC(=O)c2cc([N+](=O)[O-])ccc2Cl)cc1	.	2
COc1cc(/C=C(\C#N)C(N)=O)ccc1O	.	-6
CCN(CC)S(=O)(=O)c1ccc(F)cc1	125	13
CCOC(=O)Nc1ccc(C(C)CC)cc1 (centres undefined)	.	1
CC(C)CN1C(=O)NC(NC(=O)c2cccnc2)(C(F)(F)F)C1=O (centres undefined)	60	-4
CCOC(=O)CSc1nc2ccccc2c(=O)n1CC1CCCO1 (centres undefined)	83	8
COc1ccc(/C=C2\C=C(c3ccc(C)cc3)OC2=O)cc1C	.	5
CCOC(=O)C1CCN(Cc2ccc(O)c(OC)c2)CC1	101	10
CCOC(=O)Cc1nnc(NCc2ccccc2)c2ccccc12	.	-2
CCS(=O)(=O)NCCc1csc(-c2cccnc2)n1	100	7
CS(=O)(=O)N1CCN(Cc2ccccc2Br)CC1	.	2
CCCOc1ccc(C2(C(=O)O)CCCC2)cc1	94	-9
C/C(=C\c1ccco1)C1C(C#N)=C(N)OC2=C1C(=O)CC(C)(C)C2 (centres undefined)	82	8
O=C(CCN1C(=O)C2C3C=CC(C3)C2C1=O)N1CCN(c2ccc(F)cc2)CC1 (centres undefined)	94	3
COc1ccccc1N1CCN(C(=O)CCNS(=O)(=O)c2ccc(Br)s2)CC1	102	2
CC(=O)NC(Cc1cnc[nH]1)C(=O)O (centres undefined)	89	12
O=C(O)CN(CCOCCOCCN(CC(=O)O)CC(=O)O)CC(=O)O	92	.
COc1ccc(Cl)cc1C(=O)NCCCN1CCOCC1	.	-4
CCc1ccc(N=Cc2ccc(Br)cc2)cc1	99	.
COC(=O)C(C)Oc1ccc(=O)[nH]n1 (centres undefined)	104	1
COc1ccc(CNC(=O)C2CCCN(S(=O)(=O)c3c(C)nn(C)c3C)C2)cc1 (centres undefined)	96	6
O=C(O)CCNC(=O)/C(=C\c1ccccc1)NC(=O)c1ccccc1	.	-3
CC(C)(C)c1ccc(OCCn2cc(/C=C3/SC(=S)NC3=O)c3ccccc32)cc1	.	-1
CC1(C)CC(=O)C2=C(C1)Nc1ccccc1NC2c1coc2ccccc2c1=O (centres undefined)	.	7
CCOc1cccc(NC(=O)C(Cc2cccs2)c2nn[nH]n2)c1 (centres undefined)	125	3
CCC(C(=O)Nc1nc(-c2ccc(F)cc2)cs1)c1ccccc1 (centres undefined)	.	-6
COc1[nH]c(/N=C/c2ccccc2)c(C#N)c1C#N	92	-2
CS(=O)(=O)Nc1ccc(S(=O)(=O)N2CCOCC2)cc1	109	6&-11
O=C(CCc1nc(-c2ccccc2F)no1)NC1CCN(Cc2ccccc2)CC1	104	10
Cc1ccc(S(=O)(=O)Oc2cccc(/C=C3\SC(=S)NC3=O)c2)cc1	.	15
Cc1ccc(N(CC(=O)Nc2ccc(Oc3ccccc3)cc2)S(C)(=O)=O)cc1	.	8
COc1cc(C2SCC(=O)N2CCN2CCCCC2)cc(OC)c1OC (centres undefined)	.	6
Cc1cn2c(-c3ccncc3)nnc2s1	158	1
Nc1ccccc1-c1nc2ccccc2c2nc3ccccc3n12	.	3
CCn1ccnc1C(O)c1ccccc1 (centres undefined)	.	8
Cc1ccc(CC2SC(=O)NC2=O)cc1Cl (centres undefined)	91	2
Further records.
SMILES	BAP1 block	HePTP inhibitor
N#CCSc1nc2scc(-c3cccs3)c2c(=O)n1CCc1ccccc1	.	-10
CCOc1ccc(-c2nnc3sc(COc4ccc(Cl)cc4)nn23)cc1	67	5
CCOCCCNC(=O)C(NC(=O)c1cnccn1)c1ccc(OC)cc1 (centres undefined)	.	5
CC(=O)Nc1c2c(nn1-c1cccc(Cl)c1)CS(=O)C2 (centres undefined)	105	4
Brc1ccc2nc(Nc3ccccn3)nc(-c3ccccc3)c2c1	114	.
Nc1nc(CN2CCN(c3ccccn3)CC2)nc(Nc2ccc(F)cc2)n1	96	9
CCOc1ccc(C(N)=O)cc1OC	.	-3
O=[N+]([O-])C1=CC(=[N+]([O-])[O-])C=CC12N(Cc1ccccc1)C1=CC=CC=CC1=[N+]2Cc1ccccc1 (centres undefined)	.	8
c1cncc(-c2nc3ccccn3c2Nc2ccc3c(c2)OCCO3)c1	97	6
COc1ccc(N2CCN(CCCNS(=O)(=O)c3ccc4c(c3)oc(=O)n4C)CC2)cc1	100	-2
CC1CCCCN1C(=O)CSc1ccc(-c2ccc(F)cc2)nn1 (centres undefined)	87	6
Cc1cccc(-c2cc(C(=O)O)c3ccccc3n2)c1	.	0
CC(OC(=O)CNC(=O)C12CC3CC(CC(C3)C1)C2)C(=O)Nc1ccc(N2CCOCC2)cc1 (centres undefined)	98	6
CCOC(=O)c1ccc(Nc2nnc(-c3ccccc3)c3ccccc23)cc1	.	5
COc1ccccc1Nc1ncc(-c2cccs2)s1	52	2

Reformatted with values ahead of the structure: part of the list above
BAP1 block,HePTP inhibitor,SMILES
114,.,Brc1ccc2nc(Nc3ccccn3)nc(-c3ccccc3)c2c1
96,9,Nc1nc(CN2CCN(c3ccccn3)CC2)nc(Nc2ccc(F)cc2)n1
.,-3,CCOc1ccc(C(N)=O)cc1OC
.,8,O=[N+]([O-])C1=CC(=[N+]([O-])[O-])C=CC12N(Cc1ccccc1)C1=CC=CC=CC1=[N+]2Cc1ccccc1 (centres undefined)

More records follow.
SMILES	BAP1 block	HePTP inhibitor
Cc1nn(-c2ccc(F)cc2)c2sc(C(=O)OCC(=O)N3CCC(C)CC3)cc12	67	3
CCN(CCCNC(=O)CCNC(=O)Cn1cnc2ccccc2c1=O)c1cccc(C)c1	109	3
COC(=O)CN1C(C)=Nc2ccc(Br)cc2C1c1ccccc1Cl (centres undefined)	.	7
C/C=C/c1ccc(OC)c(OC(C)=O)c1	79	10
CC(=O)N1c2ccccc2NC2=C(C(=O)CCC2)C1c1cccnc1 (centres undefined)	59	6
COc1ccccc1NC(=O)c1c(NC(=O)c2ccco2)sc2c1CCC2	60	0
CCOC(=O)/C(C#N)=C\c1c(C)c(C)c(/C=C(/C#N)C(=O)OCC)c(C)c1C	.	-8
CC(C)c1nc(N2CCOCC2)c(C#N)c2c1COC(C)(C)C2	247	-1
O=C(O)[C@@H]1CSC2(CCSC2)N1 (some centres undefined)	128	1
CC(=O)Nc1ccc(Cl)cc1C(=O)O	97	8
O=C(Nc1cc(Cl)cc(Cl)c1)c1ccc2c(c1)OCCO2	.	6
Nc1nc(Cn2nnc(-c3ccccc3Cl)n2)nc(N2CCOCC2)n1	76	8
CC(=O)c1c(OC(=O)c2ccccc2)ccnc1C(F)(F)F	.	-6
CCCC(=O)Nc1nc2ccc(OCC)cc2s1	93	-1
COC(=O)c1[nH]c2ccccc2c1NC(=O)Oc1ccccc1	88	-12
CC1CN(c2nnnn2-c2ccccc2)CC(C)O1 (centres undefined)	89	-5
CCOCCCNC(=O)C(NC(=O)c1ccc2c(c1)OCO2)c1ccc(OC)cc1 (centres undefined)	.	3
O=C(Cn1[nH]c(=O)c2ccccc2c1=O)NC1CCN(Cc2ccccc2)CC1	127	10
